# Nrf2 block – blocks Nrf2 signaling; A549 ARE-Fluc reporter, luciferase luminescence, 18-24 h; Potency, µM (titrated, usually from 46 µM), inactives show at the top dose activity change, negative = inhibition, hits mostly inhibitors; 360,000 compounds, 2.1% hits; further: potency means the concentration at half of the fitted maximal effect; on the % scale 0 is the no-effect control and ±100 the full control effect; nearly all actives have a fitted effect of over 60% in size
#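 A549 ARE_Fluc cells, 5000/well, 5% FBS OPTI-MEM; compounds in dose-response, 18-24 h at 37 °C/5% CO2; CellTiter-Fluor viability read (Ex 405/Em 525), then BugLite luciferase luminescence = Nrf2 activity.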
# CCT modulator – changes cytosolic chaperonin activity | purified chaperonin ATPase assay, HTRF ADP detection, 30 min | activity change, % (concentration not given with the values), hits read low | 360,000 compounds, 0.3% hits | AID 651819; in the data active means activity change below about -30%; further: on the % scale 0 is the no-effect control and ±100 the full control effect
#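 We incubate TRiC, 40 or 20 nM final, with library compounds at 76 uM and 10 uM ATP for 30 min at 37 °C. ADP formed is detected with Transcreener HTRF reagents after 30 min at room temperature.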
# Akt phos inh – blocks phosphorylation of Akt | Neuro2A IGF-stimulated pAkt S473 HTRF, 20 min; active compounds read low | activity change, % for hits at 50 µM | 360,000 compounds, 0.32% hits; in the data active means activity change below about -80%; inconclusive means mostly about -51% to -80%; further: on the % scale 0 is the no-effect control and ±100 the full control effect
#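 Neuro2A cells in DMEM with 0.5% FBS, overnight at 37 deg C, given compound at single 50 µM final, then IGF (6 nM final) for 20 min at 37 deg C. Lysed; phospho-Akt Ser473 by HTRF after 24 h, 665/615 ratio.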
# A549 viability – kills or reduces viability of A549 cells in Nrf2 counter-screen; A549 ARE-Fluc cells, CellTiter-Fluor viability, 18-24 h; Potency, µM (doses to about 46 µM), without a hit: at the highest dose activity change, negative = cytotoxicity, usual class: inhibitors; 390,000 compounds, 0.16% hits; further: potency means the concentration at half of the fitted maximal effect; on the % scale 0 is the no-effect control and ±100 the full control effect
#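 A549 ARE-Fluc cells in 5% FBS OPTI-MEM, 5000 cells/well, rested 2 h then exposed to compounds in concentration-response for 18-24 h at 37 °C. Viability by CellTiter-Fluor fluorescence (Ex 405/Em 525) after 30 min; luciferase luminescence (BugLite, 15 min, RT) read afterwards.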
# MmCpn inh – M. maripaludis TRiC chaperonin inhibition; Potency, µM (titrated, usually from 76.9 µM), without a hit: at the highest dose activity, negative = inhibition, actives largely listed as inhibitors; purified Mm-Cpn ATPase, ADP Transcreener TR-FRET; 330,000 compounds, 0.031% hits; further: potency means the concentration at half of the fitted maximal effect; on the % scale 0 is the no-effect control and ±100 the full control effect; nearly all actives have a fitted effect of over 80% in size
#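 ATPase read-out: TR-FRET ADP immunoassay (anti-ADP Eu cryptate vs ADP-d2), ex 320 nm, em 590/665 nm; signal drops as ADP forms. Enzyme 25 nM, ATP 10 uM, 30 min at 37°C after 10 min compound preincubation.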
# ATXN viability – viability counter-screen for ATXN expression inhibitors; S2 cells (HEK-293 line with an ATXN2-luciferase reporter) viability, CellTiter-Fluor protease fluorescence, 24 h; Potency, µM (titrated, usually from 56.7 µM), hits mostly cytotoxic; 400,000 compounds, 0.49% hits; further: potency means the concentration at half of the fitted maximal effect; nearly all actives have a fitted effect of over 40% in size
# TGFb inhibitor – inhibitors of TGF-b signaling; HepG2 CAGA-GFP TGF-b/SMAD3 reporter, GFP fluorescence, 18 h; TGF-beta stimulated, 500 pg/mL final; Potency, µM (highest dose often 46.1 µM), for inactives: at the top dose activity, negative = inhibition, actives largely listed as inhibitors; 410,000 compounds, 1.2% hits; further: potency means the concentration at half of the fitted maximal effect; on the % scale 0 is the no-effect control and ±100 the full control effect; nearly all actives have a fitted effect of over 65% in size
#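 HEPG2 CAGA-GFP, 1000 cells/well; 2 h settle, 37 C; cpd via pin tool; TGF-b 500 pg/mL final; 18 h, 37 C; GFP imaging ex488/em500-530; %Activity normalised to -TGF-b and +DMSO controls; CRC fit, curve class.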
# Nrf2 ARE act – Nrf2 pathway activation; AREc32 ARE-luciferase reporter (MCF7-derived line), luminescence, 24 h; 410,000 compounds, 0.31% hits; Potency, µM (titrated, usually from 46.1 µM), inactives show top-dose activation, usual class: activators; further: potency means the concentration at half of the fitted maximal effect; % of control where 0% means no effect; nearly all actives have a fitted effect of over 65% in size
#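 AREc32 cells carrying an ARE-driven firefly luciferase, 1000 cells/well in OPTI-MEM with 5% FBS, dosed after overnight attachment and incubated 24 hr at 37 deg C. Steady-Glo luminescence read after 30 min at RT.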
# HepG2 tox – kills HepG2 cells in TGF-b inhibitor counter-screen; HepG2 CAGA-GFP viability, ATP luminescence, 18 h; Potency, µM (top dose mostly 46.1 µM), for inactives: at the highest dose activity change, negative = cytotoxicity, actives largely listed as cytotoxic; 410,000 compounds, 0.76% hits; further: potency means the concentration at half of the fitted maximal effect; some results filed as inactive show a strong effect at the top dose
#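 HepG2 CAGA-GFP cells (1000/well, DMEM with 1% FBS) received compound, then TGF-beta at 500 pg/mL final, and were incubated 18 hours at 37 degrees C. Viability was read by CellTiter-Glo luminescence. Media-only wells were set as complete cell-killing and DMSO as no toxicity.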
# * = called active by the depositor; i = inactive; ? = inconclusive; · = not tested or not shown; [ ] = remark or other dose. Unless noted, the call rests on the fitted dose curve; in most records, active means well fitted curve in the direction sought with a large enough effect; inconclusive means small, poorly fitted or top-dose-only effect, or another doubt; inactive means no such curve, though single readings can be large; an effect the other way counts as inactive or inconclusive.
# Sample of the layout (nine entries):
SMILES,Nrf2 block,CCT modulator,Akt phos inh,A549 viability,MmCpn inh,ATXN viability,TGFb inhibitor,Nrf2 ARE act,HepG2 tox
CC(=O)c1ccc(NC(=O)N[C@@H](Cc2ccccc2)C(=O)O)cc1,12%,-3.0,i,-3%,-2%,i,-4%,-0.3%,6%
COc1ccc(S(=O)(=O)N2CCC(C(=O)NCC3CCCO3)CC2)cc1Cl (stereo not drawn),-11%,0.6,i,-3%,1%,i,-4%,0.5%,-10%
Cc1nn(Cc2ccc(F)cc2)c(C)c1NC(=O)c1cnn2c1NC(c1ccccc1)CC2C(F)(F)F (stereo not drawn),10%,-2.5,i,-2%,0%,i,-1%,0.4%,-19%
Cc1ccc(NC(=O)CSc2ccc3c(c2)OCCO3)c(O)c1,-7%,-1.8,i,8%,1%,i,?,7.7%,-13%
CCc1cccc(CC)c1NC(=O)c1ccc2c(c1)CCN2S(=O)(=O)c1ccccc1,-15%,·,·,-2%,·,i,-1%,-0.2%,0%
CCOC(=O)N1CCC(NC(=O)c2cc(C(=O)NCC(OC)OC)ccc2CO)CC1,1%,-4.0,i,-5%,-2%,i,?,0.0%,-1%
COc1ccc(-c2nc(CSCC(=O)NCCc3ccccc3)c(C)o2)cc1,?,·,·,-5%,·,·,?,-0.8%,-41%
Cc1ccsc1C1C(C#N)=C(N)Oc2n[nH]c(C)c21 (stereo not drawn),-5%,-3.3,i,1%,-7%,i,-11%,?,-42%
Cc1cc2nc(C3CCCN(C(=S)Nc4ccccc4C)C3)[nH]c2cc1C (stereo not drawn),-3%,-1.4,i,12%,1%,?,?,0.4%,-36%

# The list itself, from the start:
SMILES,Nrf2 block,CCT modulator,Akt phos inh,A549 viability,MmCpn inh,ATXN viability,TGFb inhibitor,Nrf2 ARE act,HepG2 tox
CC(=O)c1ccc(NC(=O)N[C@@H](Cc2ccccc2)C(=O)O)cc1,12%,-3.0,i,-3%,-2%,i,-4%,-0.3%,6%
COc1ccc(S(=O)(=O)N2CCC(C(=O)NCC3CCCO3)CC2)cc1Cl (stereo not drawn),-11%,0.6,i,-3%,1%,i,-4%,0.5%,-10%
Cc1nn(Cc2ccc(F)cc2)c(C)c1NC(=O)c1cnn2c1NC(c1ccccc1)CC2C(F)(F)F (stereo not drawn),10%,-2.5,i,-2%,0%,i,-1%,0.4%,-19%
Cc1ccc(NC(=O)CSc2ccc3c(c2)OCCO3)c(O)c1,-7%,-1.8,i,8%,1%,i,?,7.7%,-13%
CCc1cccc(CC)c1NC(=O)c1ccc2c(c1)CCN2S(=O)(=O)c1ccccc1,-15%,·,·,-2%,·,i,-1%,-0.2%,0%
CCOC(=O)N1CCC(NC(=O)c2cc(C(=O)NCC(OC)OC)ccc2CO)CC1,1%,-4.0,i,-5%,-2%,i,?,0.0%,-1%
COc1ccc(-c2nc(CSCC(=O)NCCc3ccccc3)c(C)o2)cc1,?,·,·,-5%,·,·,?,-0.8%,-41%
Cc1ccsc1C1C(C#N)=C(N)Oc2n[nH]c(C)c21 (stereo not drawn),-5%,-3.3,i,1%,-7%,i,-11%,?,-42%
Cc1cc2nc(C3CCCN(C(=S)Nc4ccccc4C)C3)[nH]c2cc1C (stereo not drawn),-3%,-1.4,i,12%,1%,?,?,0.4%,-36%
Nc1nonc1C(=O)N/N=C/c1ccc(-c2ccc(Cl)c(C(=O)O)c2)o1,1%,-7.1,i,0%,-4%,?,12%,0.2%,-2%
COc1ccc(Br)cc1CN1CCN(C(=O)c2ccc(F)cc2)CC1,-6%,-1.0,i,-1%,-2%,?,-27%,4.9%,-38%
CCOc1cc(NC(=S)NCCCN2CCOCC2)c(OCC)cc1NC(=O)c1ccccc1C,16%,-2.8,i,4%,-25%,i,6%,-0.5%,-2%
CCCCN(CC)C(=O)CSc1nc2c(sc(=S)n2-c2ccc(OCC)cc2)c(=O)[nH]1,-12%,-1.9,i,1%,2%,i,-11%,-0.4%,1%
CCOC(=O)CN1C(=O)N[C@@H](c2cccc(F)c2)C(C(C)=O)=C1C,-7%,0.2,i,4%,·,i,-16%,0.0%,-16%
Cc1cccc(N(C(=O)c2snc(C(N)=O)c2N)C(C(=O)NCC2CCCO2)c2cccs2)c1 (stereo not drawn),11%,-1.7,i,2%,-6%,i,7%,0.1%,4%
Cn1c(N)c(C(=O)Nc2ccccc2)c(=O)[nH]c1=O,8%,-2.4,i,-4%,·,i,8%,0.3%,7%
O=[N+]([O-])c1ccc(N2CCN(c3ccccc3)CC2)nc1,?,2.0,i,2%,1%,i,0%,2.9%,2%
COc1ccc(Br)cc1/C=N/NC(=O)c1ccc(COc2ccc3c(c2)CCC3)o1,-5%,0.1,i,-10%,-2%,i,0%,1.6%,8%
CC(=O)N1CCc2c(sc(NC(=O)CS(=O)(=O)c3ccc(F)cc3)c2C#N)C1,-10%,-0.5,i,0%,1%,i,14%,2.1%,1%
CCn1cc(C(=O)NC(C)C2CC3CCC2C3)cn1 (stereo not drawn),-11%,0.3,i,-5%,2%,i,-1%,0.1%,-40%
O=C(NCc1cccs1)c1cc(S(=O)(=O)N2CCOCC2)ccc1N1CCCC1,6%,-4.6,i,-8%,1%,i,-4%,-1.0%,-2%
O=S(=O)(/C=C/c1ccccc1)N1CCN(Cc2ccccc2)CC1,?,2.0,i,4%,1%,i,26%,-0.1%,0%
CCOC(=O)C1(C(=O)OCC)NC(=O)CC1CC(C)C (stereo not drawn),4%,-7.4,i,-5%,·,i,11%,-0.1%,4%
COCCCn1c(SCC(=O)NC2CCS(=O)(=O)C2)nnc1-c1ccc(Cl)cc1 (stereo not drawn),-10%,3.5,i,-2%,2%,i,17%,-0.9%,0%
Cc1nc(=O)c(-c2ccccc2)c(C)n1Cc1ccccc1,-21%,-0.1,i,3%,3%,i,-14%,0.2%,3%
# (listing goes on)
SMILES,Nrf2 block,CCT modulator,Akt phos inh,A549 viability,MmCpn inh,ATXN viability,TGFb inhibitor,Nrf2 ARE act,HepG2 tox
CCCc1cc(=O)[nH]c(SC/C=C/c2ccccc2)n1,?,0.8,i,0%,·,i,-4%,2.9%,7%
C=CCNc1nc(Nc2ccc(OC)cc2OC)nc(OCC)n1,-9%,-2.8,i,-2%,0%,i,17%,-0.4%,-23%
CC(=O)COc1ccc2c(c1C)O/C(=C\c1ccco1)C2=O,1%,-6.5,i,-5%,-2%,?,1%,?,-25%
CC(C)COC(=O)c1ccc2c(c1O)C(=O)c1ccccc1C2=O,-24%,-2.3,i,?,1%,i,0%,1.0%,-1%
CCOC(=O)C(NC(C)=O)(Nc1ccc(S(=O)(=O)Nc2nccs2)cc1)C(F)(F)F (stereo not drawn),8%,-2.4,i,1%,3%,i,5%,2.6%,-1%
CCN1CCN(c2ccc(S(=O)(=O)N(CC)CC)cc2[N+](=O)[O-])CC1,-7%,-0.3,i,0%,0%,i,13%,-0.5%,-2%
CC(C)CC1NC(=O)N(CC(=O)N2CCN(S(=O)(=O)c3ccc4ccccc4c3)CC2)C1=O (stereo not drawn),-3%,-0.6,i,-1%,0%,i,18%,0.0%,-10%
COc1cc2c(cc1OC)CN(Cc1cc(=O)n3c(-c4ccccc4)csc3n1)CC2,?,0.7,i,1%,-11%,·,2%,2.7%,-6%
CC(C)(C)NC(=O)C(c1ccc(F)cc1)N(Cc1ccco1)C(=O)Cn1nnc(-c2cccs2)n1 (stereo not drawn),1%,0.6,i,0%,3%,i,-16%,0.1%,-19%
CCOc1ccccc1NC(=O)CN(c1ccc(OC)cc1)S(=O)(=O)c1c(C)noc1C,5%,-2.2,i,1%,0%,i,?,0.2%,0%
COc1ccc(S(=O)(=O)N(C)C[C@H]2Oc3ccc(NS(=O)(=O)c4c(C)noc4C)cc3C(=O)N([C@H](C)CO)C[C@@H]2C)cc1,?,-0.8,i,0%,0%,i,-27%,0.3%,3%
C=CCn1c(SCC(=O)N2CCCC2)nc2scc(-c3cccs3)c2c1=O,-6%,0.6,i,-2%,-2%,?,5%,5.1%,-10%
CC(C)(O)CN(C(=O)C(c1ccccc1)c1ccccc1)C1CCCCC1,0%,-0.3,i,-11%,·,i,3%,-0.5%,-4%
Cc1ccccc1N=Cc1c(O)n(-c2nccs2)c(=O)c2ccccc12,?,3.7,i,?,-14%,?,0%,8.5%,8%
COc1ccc(C(=O)NCCSCc2ccc(C)cc2)cc1,2%,1.0,i,2%,-1%,i,?,0.6%,-2%
Cc1ccc(C(=O)N2CCCC(Nc3ccc(F)cc3)C2)cc1C (stereo not drawn),3%,1.7,i,9%,-2%,i,-15%,-0.4%,-26%
O=C(Cc1ccc(F)cc1)Nc1ccc(Cl)cn1,6%,-1.2,i,1%,0%,i,-3%,5.9%,-21%
Cc1ccc(OC(=O)CCS(=O)(=O)c2ccc(C)cc2)cc1,6%,-2.9,i,9%,-10%,i,27%,-0.3%,2%
CC(C)CNC(=O)c1ccc2c(c1)C(=O)N(C1CCCCC1)C2=O,6%,-2.1,i,1%,-1%,?,9%,-0.6%,-22%
CCc1ccccc1NC(=O)CN(c1ccc(OC)cc1OC)S(=O)(=O)c1ccccc1[N+](=O)[O-],-19%,1.0,i,-15%,-12%,i,-6%,-0.7%[9.22 µM],-11%
Cc1ccccc1S(=O)(=O)N1C[C@H]2CON(C)[C@H]2C[C@H]1c1cccc(-c2ccc(C#N)cc2)c1,-7%,-0.1,i,-2%,·,i,-25%,1.3%,-10%
O=C(CCNC(=O)c1ccccc1)Nc1ccc(F)c(Cl)c1,?,-2.2,i,-9%,-1%,i,-26%,0.6%,-1%
